TAAR1 agonist: human TAAR1 agonists, primary screen, Fluo-8 calcium fluorescence, CHO RD-HGA16 cells; Trace amine-associated receptor 1 (Homo sapiens), Q96RJ0; vehicle wells 0%, saturating PEA agonist 100%; activation, % at 3 µM; hit rate 0.99% among 360,000;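 active means activation above the mean activation of all test compounds in the run plus 3 SD, cut at about 38% in these data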
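System: CHO-derived RD-HGA16 cells with stable Gα16 and human TAAR1 / Times: 17-24 h plating, Fluo-8 75 min 37 °C, 30 min RT / Technique: calcium-sensitive Fluo-8 signal, excitation 470-495, emission 515-575 nm / Measure: % activation relative to PEA EC100 response / Benchmarks: DMSO and PEA EC100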
OXTR potentiator: human OXTR potentiators, primary screen, fluorescence, CHO-OTR cells, Fluo-8 calcium. Fluo-8 calcium fluorescence, potentiator mode; 0% = oxytocin EC15, 100% = EC100. activation, % at 3 µM. hit rate 0.061% among 320,000. AID 2445, 2010;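 active means activation above that plate's cutoff, the mean activation of tested compounds plus 3 SD, cut at about 6.6% in these data, passing the limit was not always enough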;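 further: 100% uses oxytocin at 75 nM as the full agonist control; some results filed as inactive read as strong as hits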
Target sequence (P30559 whole entry, looked up): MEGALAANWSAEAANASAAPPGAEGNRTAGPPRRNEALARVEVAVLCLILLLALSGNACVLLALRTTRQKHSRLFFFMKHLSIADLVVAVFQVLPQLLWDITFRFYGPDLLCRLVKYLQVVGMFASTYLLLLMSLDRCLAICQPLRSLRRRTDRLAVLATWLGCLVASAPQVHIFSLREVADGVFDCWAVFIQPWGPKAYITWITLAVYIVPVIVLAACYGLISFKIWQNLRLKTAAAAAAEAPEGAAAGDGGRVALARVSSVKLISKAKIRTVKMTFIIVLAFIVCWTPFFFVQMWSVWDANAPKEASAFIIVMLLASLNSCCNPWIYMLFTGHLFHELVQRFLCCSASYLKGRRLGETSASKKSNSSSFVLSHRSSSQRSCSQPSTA
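Assay system: CHO cell line stably expressing human OTR. Reagent: EC15 oxytocin agonist. Dosing: single dose, 3.0 µM nominal final compound concentration. Timing: compound 6 min at room temperature before oxytocin, 100 s read. Signal: kinetic Fluo-8 calcium fluorescence. Controls: oxytocin EC15 low and EC100 high.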
CHO-K1 Ca ag: counter-screen for M1 agonists: effect in parental CHO-K1 cells. hit rate 0.48% among 360,000. Fluo-8 calcium fluorescence; scaled to maximal ATP response, vehicle zero. activation, % at 3 µM; in the data active means activation above about 15%;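 further: untransfected CHO-K1 host cells lacking M1 receptor as counterscreen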
CHRM1 agonist: human M1 muscarinic receptor agonists, primary screen, Fluo-8 calcium fluorescence, CHO-K1 cells, HTS; Muscarinic acetylcholine receptor M1 (Homo sapiens), P11229; CHO-K1 hM1, agonist mode; 0% DMSO, 100% acetylcholine EC100; activation, % at 3 µM; hit rate 0.33% among 360,000; AID 588814, 2011;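 active means activation above the run's mean compound activation plus 3 SD, cut at about 16% in these data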;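 further: peak over basal fluorescence ratio within a 140 s kinetic read after compound addition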
Target sequence (P11229 whole entry, looked up): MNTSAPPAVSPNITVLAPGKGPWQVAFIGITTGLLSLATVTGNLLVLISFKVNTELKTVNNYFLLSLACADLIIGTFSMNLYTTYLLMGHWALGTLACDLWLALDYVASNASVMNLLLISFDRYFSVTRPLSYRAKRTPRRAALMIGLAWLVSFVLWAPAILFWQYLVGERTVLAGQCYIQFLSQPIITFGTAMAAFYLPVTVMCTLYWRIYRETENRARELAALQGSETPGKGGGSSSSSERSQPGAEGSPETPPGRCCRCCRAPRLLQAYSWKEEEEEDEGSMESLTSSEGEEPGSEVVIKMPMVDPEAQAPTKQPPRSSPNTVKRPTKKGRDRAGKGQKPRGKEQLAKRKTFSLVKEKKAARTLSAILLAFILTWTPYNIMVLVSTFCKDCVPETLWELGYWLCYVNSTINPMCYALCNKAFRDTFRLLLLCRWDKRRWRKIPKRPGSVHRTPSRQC
CHO parental Ca: ATP-evoked calcium signal inhibitors, parental CHO, primary screen, counter-screen for OX1R antagonist project, cell-based, fluorescence, Fluo-8 calcium dye; parental CHO-K1, ATP-induced calcium, Fluo-8 fluorescence; hit rate 0.63% among 330,000; inhibition, % at 5.6 µM;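 active means inhibition above that plate's mean sample inhibition plus 3 SD, cut at about 26% in these data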;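 further: 0% = ATP-challenged DMSO wells and 100% = DMSO wells without ATP; some compounds past the cut are filed as inactive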
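Assay system: parental CHO cells; Read-out basis: percent inhibition of ATP-evoked calcium rise, normalized to controls; Benchmarks: ATP and no-ATP DMSO wells; Compound dosing: single nominal dose of 5.6 µM per compound; Signal: Fluo-8 calcium dye fluorescence; Also added: ATP as calcium-mobilizing challenge; Repeats: singlicate.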
TAAR1 antagonist: human TAAR1 antagonists, primary screen, Fluo-8 calcium fluorescence, CHO RD-HGA16 cells; antagonist; inhibition, % at 3 µM; hit rate 1.5% among 360,000;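 active means inhibition above a per-plate cutoff, the mean inhibition of test compounds on that plate plus 3 SD, cut at about 49% in these data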;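 further: 0% = DMSO plus EC80 beta-PEA response and 100% = DMSO alone without agonist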
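System: CHO RD-HGA16 cells bearing hTAAR1. Reagent: EC80 β-phenethylamine stimulus. Schedule: seeding 17-24 h prior, 75-min 37 °C, 30-min RT dye loading. Signal: Fluo-8 intracellular calcium dye fluorescence, real-time kinetic reads. Read-out: % inhibition from peak post-agonist over basal fluorescence ratio. Benchmarks: vehicle wells and EC80 agonist wells. Replicates: n of 1.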
CHO-K1 Ca PAM: nonselective calcium activators in parental CHO-K1 cells, primary screen, counter-screen for M1 PAM project, cell-based, Fluo-8 calcium fluorescence, full deck, 1536-well; ATP EC20; 0% at ATP EC20, 100% at ATP max; hit rate 0.02% among 360,000; activation, % at 3 µM; AID 602247, 2012;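 active means activation above the run cutoff, the mean activation of all test compounds plus 3 SD, cut at about 40% in these data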;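 further: peak over basal fluorescence ratio in a 140 s read after ATP addition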
M1 antag: human M1 muscarinic receptor antagonists, primary screen, CHO-K1 cells, Fluo-8 calcium fluorescence, 1536-well | CHO-K1 hM1, ACh EC80 antagonist | inhibition, % at 3 µM | hit rate 1.3% among 360,000 | AID 588852, 2011;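 active means percent inhibition above its own plate's cutoff, namely the mean of that plate's compound wells plus 3 SD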;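 further: peak over basal fluorescence ratio during 140 s after agonist addition; 0% = ACh EC80 plus DMSO and 100% = DMSO alone without agonist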
CHO-K1 Ca antag: M1 antagonist counterscreen hit in parental CHO-K1 cells. ATP-induced calcium, Fluo-8 fluorescence. inhibition, % at 3 µM. hit rate 0.6% among 360,000;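 active means inhibition above a per-plate cutoff, the plate's mean sample inhibition plus 3 SD, cut at about 24% in these data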;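 further: 0% = DMSO plus EC80 ATP and 100% = DMSO alone without ATP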
* marks the source's active call; other numbers are inactive results; . = not tested or not shown.

Every second line gives: TAAR1 agonist	OXTR potentiator	CHO-K1 Ca ag	CHRM1 agonist	CHO parental Ca	TAAR1 antagonist	CHO-K1 Ca PAM	M1 antag	CHO-K1 Ca antag
- CCC(C)(C)n1nnnc1C(c1ccc(OC)c(OC)c1)N1CCN(c2cccc(OC)c2)CC1 (stereo not given)
    0	-12	-0.7	-2	-28	1	5	-20	7
- NC(=O)CC(NC(=O)c1ccccc1)c1ccc(NC2CCC2)c([N+](=O)[O-])c1 (stereo not given)
    2	-2	0.0	-6	-11	14	8	-1	-8
- CC[C@@H]1CC2=C(C(=O)OC(C)(C)O2)[C@@H](CC)O1
    -1	.	-0.1	.	.	8	-1	.	-16
- Cc1ccc(NC(=S)N(C)C(c2ccccc2)c2ccccc2)cc1C
    2	-21	0.1	-8	-13	2	4	-17	-1
- CC(C)(C)OC(=O)NCc1n[nH]c(=S)n1C1CC1
    1	4	0.9	-2	-22	7	17	-12	-11
- COCc1nc2ccccc2n1Cc1ccccc1
    4	-6	1.1	-3	-13	6	15	1	0
- N#Cc1ccccc1S(=O)(=O)N1CCN(Cc2cc3c(cc2Br)OCCO3)CC1
    0	.	1.6	-2	.	10	9	-11	0
- CC(Oc1ccc(-c2ccccc2)cc1)C(=O)N/N=C/c1cccnc1 (stereo not given)
    2	-10	4.3	-1	-9	-9	15	-11	-14
- COc1ccc(-c2cc3ccc(OCC(=O)NCC4CCC(C(=O)O)CC4)cc3oc2=O)cc1 (stereo not given)
    3	-3	0.0	-1	-10	-18	8	-12	4
- COc1cccc(NC(=S)NCCN2CCOCC2)c1
    0	-8	0.6	-3	0	7	15	7	4
- COc1ccc(CN(C)CCc2ccccn2)c(OC)c1OC
    1	2	0.0	-7	3	-1	10	2	-5
- COc1ccc(C2=NN(C(=O)c3ccc(Cl)c([N+](=O)[O-])c3)C(c3ccccc3)C2)cc1 (stereo not given)
    2	-9	-0.1	-3	-24	-25	-1	-2	7
- Cc1cc(C(C)(C)C)cc(C)c1CC1=NCCN1
    32	-2	0.5	-7	-7	-23	18	1	-8
- O=C(CSc1ccsc1[N+](=O)[O-])NCc1ccccc1
    1	-2	0.3	-7	4	-25	-6	2	-4
- CCOC(=O)C(C)Oc1cc(Cl)c(C=O)cc1OC (stereo not given)
    2	-4	-0.3	-6	-8	7	-1	-2	3
- C[C@H](CO)N1C[C@H](C)[C@@H](CN(C)S(=O)(=O)c2cccs2)Oc2ccc(NC(=O)Nc3ccc(C(F)(F)F)cc3)cc2C1=O
    5	-5	0.1	-7	0	31	-15	-2	17
- CC(C)[C@H](NC(=O)OCc1ccccc1)C(=O)OCC(=O)N1C(C)CCCC1C (stereo not given in full)
    1	.	0.7	-6	.	-5	16	-17	-18
- O=C(CSc1nc2ccccc2c(=O)n1-c1ccccc1)N1CCCC1
    8	-10	0.0	-4	-7	7	-2	9	11
- COC(=O)CN1C(=O)COc2ccc(S(=O)(=O)NCc3ccc(F)cc3)cc21
    1	-3	1.2	3	-12	4	-20	-4	6
- O=C(O)c1cc(=O)c2ccccc2[nH]1
    4	-5	0.5	-3	3	-15	11	-8	2
- COCc1ccc(C(=O)N2CCCC(N3CCN(c4ccccc4C)CC3)C2)s1 (stereo not given)
    1	-18	1.8	-12	-19	-19	10	7	-21
- Cc1cc(C)c(NC(=O)CNC(=O)c2cc(C3CC3)nc3c2cnn3C(C)C)c(C)c1
    5	.	0.4	-5	.	-2	-12	-5	11
- NC(=O)c1cc(Cl)ccc1OCC(=O)NC1CC1
    3	1	1.5	-1	0	1	18	-14	-8
- CC(=O)Nc1ccc(N2CCN(c3ccc(F)cc3)CC2)cc1
    2	0	0.5	-5	-5	13	4	-7	-4
- COc1ccc(OCCCC(=O)Nc2cccc(SC)c2)cc1
    5	-2	0.3	-7	-22	-27	5	-9	7
- O=C(c1ccc(Br)cc1)c1sc(N2CCOCC2)nc1-c1ccccc1
    1	-6	0.7	-3	-21	2	4	-4	-9
- Cc1ccc2c(c1)-c1cc(C)nn1C(c1ccc3c(c1)OCO3)N2 (stereo not given)
    1	-1	0.1	-4	-7	3	15	-3	-11
- Cc1ccc(C(=O)N(Cc2ccc3c(c2)OCO3)Cc2nc3ccccc3c(=O)[nH]2)cc1
    4	-3	0.3	-8	-4	-19	10	14	-19
- Cc1cc(CNC(=O)Nc2ccc3c(c2)OCO3)nn1C
    14	-4	-0.3	0	4	6	18	7	8
- O=C(c1ccccc1)c1cc(Cl)ccc1N1C(=O)C=CC1=O
    35	.	4.8	-11	.	-5	7	6	1
- CC(NC(=O)COc1ccc(/C=N/NS(=O)(=O)c2ccccc2)cc1)c1ccccc1 (stereo not given)
    -1	-27	1.1	-3	-11	10	12	-1	-14
- CC(=O)CCS(=O)(=O)c1ccc(NC(C)=O)cc1
    7	-3	0.1	-3	-5	-3	7	-18	-9
- O=C(Nc1ccccc1Cl)NC1(C(=O)NCc2ccncc2)CCCCC1
    -1	-12	-0.3	-4	-15	-10	18	-7	-9
- CCOC(=O)C1=C(N)Oc2c(oc(CO)cc2=O)C1c1ccccc1 (stereo not given)
    2	-8	3.0	-3	-5	-1	13	-7	-1
- Clc1ccc(-c2nc(/C=N/N3CCOCC3)c3ccccn23)cc1
    .	-8	-1.2	-6	-16	.	10	-8	-8
- C=CCN1CCc2c(cc(O)c(O)c2Cl)C(c2ccccc2)C1 (stereo not given)
    -2	4	-0.5	-8	-24	-24	-9	-4	11
- CCc1nn(C(CC)C(=O)NCc2cccc(OC)c2)c(=O)c2cc3occc3n12 (stereo not given)
    -2	-3	1.7	-4	-28	-5	3	-11	-10
- COc1ccc(N=Nc2ccc(O)c3ncccc23)cc1
    10	-15	5.0	6	51*	46	5	-12	-4
- CCOCCCNC(=O)c1ccccc1SC
    4	-6	1.2	-4	-6	9	19	-4	-13
- CNc1ccc(Oc2nc([N+](=O)[O-])nn2C)cc1
    1	-8	0.2	-4	1	-1	8	-14	-11
- CCOC(=O)CSc1cc(CS(C)(=O)=O)nc(-c2ccccn2)n1
    6	0	0.3	-5	11	-1	-7	-10	0
- COc1ccc(CC(N)c2csc(NC(=O)c3ccccc3OC)n2)cc1 (stereo not given)
    20	.	10	7	.	40	5	2	-7
- CCOC(=O)c1c(NCCN(C)C)c2ccccc2[nH]c1=O
    1	-3	1.3	-1	7	-21	26	-14	-16
- O=C(Nc1cccc(O)c1)C1CCCN1C(=O)OCc1ccccc1 (stereo not given)
    1	-11	0.3	-2	-12	-13	16	-24	-10
- CCOC(=O)CCn1c2nc(C)cc(C)c2c(=O)n1-c1ccccc1
    14	-4	0.1	-5	-7	-16	21	-1	-4
- CCc1nc(SCC(=O)Nc2c(C)n(C)n(-c3ccccc3)c2=O)n[nH]1
    16	-3	0.4	1	-12	-8	14	-9	1
- CC(C)c1ccc(/C=N/n2c(COc3ccccc3)n[nH]c2=S)cc1
    -2	-16	-0.1	-6	16	-12	-10	3	-3
- CC(C)(C)N1CC23C=CC(C[C@@H]2C1=O)O3 (stereo not given in full)
    14	0	0.9	-3	-2	0	9	4	-10
- CCC1(CC)C(=O)NC(=O)NC1=NCCc1ccc(O)cc1
    10	-2	0.1	4	3	-20	6	-3	6
- CCOc1ccc(C2CC(c3ccc(F)cc3)Nc3nc(N)nn32)cc1 (stereo not given)
    5	-1	-0.2	-2	-14	1	8	-5	-5
- CN(CCCS(=O)(=O)[O-])c1ccc(/C=C/c2ccc3ccccc3[n+]2C)cc1
    2	.	1.2	-5	.	-14	14	-3	-11
- CC1CN(Cc2ccco2)C(=S)N(c2ccccc2)C1=O (stereo not given)
    3	.	0.2	3	.	-4	-22	-5	2
- COc1ccc(CCNC(=O)COC(=O)/C=C/c2ccc(OCC#N)c(OC)c2)cc1
    2	-14	0.8	-2	-16	-12	20	2	-15
- O=S(=O)(c1ccc(F)c(F)c1)N1CCN(Cc2ccc3c(c2)OCO3)CC1
    5	-9	0.3	-5	-7	-18	13	-34	-6
- CC(C)Oc1ccc(C(=O)NC2=NCCS2)cc1
    1	-2	1.3	-3	-6	-7	11	-6	-6
- Cc1cc(C)n(CNc2nc(C(F)(F)F)cs2)n1
    3	-7	0.7	-3	-11	5	22	-3	-15
- CN1CCN(NC(=O)c2cccs2)CC1
    0	-4	0.6	10	12	-27	-6	-9	2
- CCOCCOC(=O)c1cccc2c1-c1ccccc1C2=O
    -2	-8	0.8	-4	-19	-13	2	-14	-5
- Cc1ccccc1N(CC(=O)N/N=C/c1ccccc1Cl)C(=O)c1ccccc1
    6	-14	0.2	0	-20	0	-7	-10	-15
- CCCc1cc(=O)[nH]c(SCC(=O)Nc2cc(S(=O)(=O)N3CCOCC3)ccc2Cl)n1
    1	-4	0.2	-3	-9	-13	12	-8	-6

(more compounds)
Every second line gives: TAAR1 agonist	OXTR potentiator	CHO-K1 Ca ag	CHRM1 agonist	CHO parental Ca	TAAR1 antagonist	CHO-K1 Ca PAM	M1 antag	CHO-K1 Ca antag
- COc1ccc(N(CC(=O)N2CCc3ccccc3C2)S(=O)(=O)c2c(C)[nH]c(=O)[nH]c2=O)cc1
    1	-7	-0.1	-4	-2	-8	-4	-14	9
- COc1ccc(S(=O)(=O)N2CCc3ccccc32)cc1C(=O)NCCc1ccccn1
    0	-3	0.1	-4	-9	-10	9	6	-5
- COc1ccc(/C=C(\C#N)c2c[nH]c3ccccc23)cc1
    -4	-12	-0.2	-8	-3	37	3	9	0
- CCOc1cc(/C=C(\C#N)C(=O)NCC2CCCO2)ccc1OCC(N)=O (stereo not given)
    2	-6	0.3	-2	1	6	8	-2	5
- Cc1ccc(S(=O)(=O)NC(CC(=O)O)c2ccccc2)cc1 (stereo not given)
    6	-1	0.3	-3	-7	-4	14	-8	6
